# Bioassay records deposited in PubChem by National Center for Advancing Translational Sciences (NCATS).
# IL1B secr inh: qHTS for Inhibitors of Inflammasome Signaling: IL-1-beta AlphaLISA Primary Screen. THP-1 LPS/ATP IL-1B secretion, AlphaLISA, 16 h; active compounds read low. activity change, % at 57.5 µM. actives 4.7% (n = 360,000); in the data active means activity change below about -50%; inconclusive means mostly about -30% to -49%; further: on the % scale 0 is the no-effect control and ±100 the full control effect
#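 Secreted IL-1B measured by AlphaLISA bead assay after 16 h compound exposure of THP-1 cells; compounds (final up to 57.5 uM) added 1 h before LPS (250 ng/mL) and ATP (1.25 mM) stimulation; lower signal means less secretion.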
# HT1080NT lethal: qHTS for induction of synthetic lethality in tumor cells producing 2HG: qHTS for the HT-1080-NT fibrosarcoma cell line; HT-1080-NT fibrosarcoma viability, CellTiter-Glo ATP luminescence, 48 h; AID 686970, 2013; Potency, µM (titrated, usually from 46.1 µM), inactives show at the highest dose activity, negative = less viability, usual class: cytotoxic; actives 1.6% (n = 360,000);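 further: NT is the 2HG producing partner of a matched IDH1 knockdown line; potency means the concentration at half of the fitted maximal effect; 0% = DMSO-treated cells and -100% = media-only wells without cells; nearly all actives have a fitted effect of over 55% in size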
#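 Toxicity toward the 2HG-producing NT line was scored as %Activity, normalised to DMSO and no-cell wells, from CellTiter-Glo luminescence after 48 hours' treatment.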
# SW480 rerep: A quantitative high throughput screen for small molecules that induce DNA re-replication in SW480 colon adenocarcinoma cells. SW480 DNA re-replication, Hoechst DNA content imaging, 48 h. Potency, µM (highest dose often 46.1 µM), for inactives: at the top dose re-replication activation, actives largely listed as activators. actives 1.8% (n = 340,000). AID 624297, 2012; further: potency means the concentration at half of the fitted maximal effect; % of control where 0% means no effect; nearly all actives have a fitted effect of over 55% in size
#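 Cells (250 per well) received 23 nL compound or DMSO by pin tool and were kept 48 hr at 37 C, 5% CO2. Nuclei were then stained with Hoechst for 40 min and scanned for DNA content.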
# KB-3-1 tox: qHTS assay for MDR1-selective chemotherapeutics: Primary screen using the parental adenocarcinoma cell KB-3-1; Potency, µM (top dose mostly 46.1 µM), without a hit: at the top dose activity change, negative = cytotoxic, most hits filed as cytotoxic; actives 1.4% (n = 400,000); KB-3-1 viability, CellTiter-Glo ATP luminescence, 72 h; further: potency means the concentration at half of the fitted maximal effect; on the % scale 0 is the no-effect control and ±100 the full control effect; nearly all actives have a fitted effect of over 60% in size
#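 72 h, 37 °C compound treatment of KB-3-1 parental cells; CellTiter-Glo added, 10 min, luminescence read. Data corrected against DMSO-only plates and normalized before curve fitting.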
# HT1080 IDH1KD tx: qHTS for induction of synthetic lethality in tumor cells producing 2HG: qHTS for the HT-1080-IDH1KD cell line | HT-1080 IDH1 knockdown viability, ATP luminescence, 48 h | actives 2% (n = 360,000) | Potency, µM (titrated, usually from 46.1 µM), for inactives: at the highest dose activity, negative = toxicity, actives largely listed as cytotoxic | AID 686971, 2013;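 further: potency means the concentration at half of the fitted maximal effect; 0% = DMSO wells and -100% = cell-free medium wells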
#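 Knockdown cells (IDH1KD HT-1080) received compounds 2 h after plating at 750 cells/well and were kept 48 h at 37 °C in 5% FBS RPMI. A CellTiter-Glo luminescence read gave % activity for curve fitting.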
# DRD3 agonist: qHTS of D3 Dopamine Receptor Agonist: qHTS; actives 0.58% (n = 410,000); D(3) dopamine receptor (Homo sapiens), P35462; max activation, %; D3R DiscoveRx beta-arrestin cells, luminescence, 90 min; in the data active means max activation above about 30%; further: 0% is about no effect; mostly tested at two doses, the higher about 12 µM
# Target sequence (P35462 whole entry, looked up): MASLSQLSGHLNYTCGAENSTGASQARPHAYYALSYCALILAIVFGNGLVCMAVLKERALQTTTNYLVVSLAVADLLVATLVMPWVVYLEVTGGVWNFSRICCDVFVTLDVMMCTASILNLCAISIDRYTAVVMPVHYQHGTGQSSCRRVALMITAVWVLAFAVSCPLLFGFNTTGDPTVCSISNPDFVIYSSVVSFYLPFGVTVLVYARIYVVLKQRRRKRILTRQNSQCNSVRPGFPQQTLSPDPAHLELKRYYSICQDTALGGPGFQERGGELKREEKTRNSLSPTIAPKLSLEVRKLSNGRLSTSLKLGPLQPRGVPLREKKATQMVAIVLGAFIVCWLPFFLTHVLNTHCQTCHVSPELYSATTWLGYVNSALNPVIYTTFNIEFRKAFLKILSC
#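 Agonist mode: compounds and dopamine controls were applied to plated cells for 90 min at 37 degrees C after an overnight attachment at 1500 cells/well. Luminescent read-out followed 30 - 60 minutes at room temperature with DiscoveRx detection reagent.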
# GLP1R ag: qHTS of GLP-1 Receptor Agonists; actives 0.007% (n = 380,000); HEK293 GLP-1R CRE-luciferase, luminescence, 4-6 h; cells express a hypersensitive GLP-1R form; Glucagon-like peptide 1 receptor (Homo sapiens), P43220; Potency, µM (highest dose often 45.6 µM), for inactives: top-dose activation, actives largely listed as activators; AID 624172, 2012; further: potency means the concentration at half of the fitted maximal effect; % of control where 0% means no effect
# Target sequence (P43220 whole entry, looked up): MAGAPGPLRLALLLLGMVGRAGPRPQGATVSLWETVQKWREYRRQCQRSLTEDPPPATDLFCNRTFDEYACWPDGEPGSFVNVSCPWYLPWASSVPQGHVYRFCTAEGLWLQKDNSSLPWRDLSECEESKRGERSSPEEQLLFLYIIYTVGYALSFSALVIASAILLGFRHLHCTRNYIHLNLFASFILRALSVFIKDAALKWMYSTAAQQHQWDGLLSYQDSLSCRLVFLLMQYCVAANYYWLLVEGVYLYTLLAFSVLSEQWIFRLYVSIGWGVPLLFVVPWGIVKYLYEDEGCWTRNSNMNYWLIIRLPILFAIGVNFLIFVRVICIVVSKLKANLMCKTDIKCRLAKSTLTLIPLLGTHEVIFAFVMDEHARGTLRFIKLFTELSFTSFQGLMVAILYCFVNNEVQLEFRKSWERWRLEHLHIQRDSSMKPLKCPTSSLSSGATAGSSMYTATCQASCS
# D3 antag: qHTS of D3 Dopamine Receptor Antagonist: qHTS | D(3) dopamine receptor (Homo sapiens), P35462 | actives 2.5% (n = 360,000) | AID 652054, 2013 | max response, negative = inhibition, % | D3R cells, DiscoveRx beta-arrestin luminescence, antagonist mode; active compounds read low; in the data active means max response below about -50%; inconclusive means no clear call, values can overlap the other calls; further: on the % scale 0 is the no-effect control and ±100 the full control effect; mostly tested at two doses, the higher about 12 µM
#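 Cells expressing the human receptor were seeded at 1500 cells/well, incubated overnight at 37 degrees C in 5% CO2, then exposed to library compounds with dopamine controls for 90 minutes at 37 degrees C before luminescent detection.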
# KB-V1 MDR tox: qHTS assay for MDR1-selective chemotherapeutics: Primary screen using the drug-selected MDR subline cells KB-V1; KB-V1 MDR cells viability, CellTiter-Glo, 72 h; Potency, µM (titrated, usually from 46.1 µM), for the others: top-dose activity change, negative = cytotoxicity, usual class: cytotoxic; AID 1347076, 2019; actives 3.4% (n = 400,000); further: potency means the concentration at half of the fitted maximal effect; on the % scale 0 is the no-effect control and ±100 the full control effect; nearly all actives have a fitted effect of over 60% in size
#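 Compound-treated KB-V1 multidrug-resistant cells, 72 h, 37 degrees C; viability by CellTiter-Glo. Fitted qHTS curves give the values.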
# Starred values were filed as active, the others as inactive; ? = inconclusive; . = no result given; & = joins results of further samples; [ ] = dose if it differs, or a comment. Unless noted, the call rests on the fitted dose curve; in most records, active means well fitted curve in the direction sought with a large enough effect; inconclusive means small, poorly fitted or top-dose-only effect, or another doubt; inactive means no such curve, though single readings can be large; an effect the other way counts as inactive or inconclusive.
SMILES	HT1080 IDH1KD tx	DRD3 agonist	KB-3-1 tox	IL1B secr inh	GLP1R ag	SW480 rerep	D3 antag	KB-V1 MDR tox	HT1080NT lethal
O=C(COc1ccc(Br)cc1)NCCCNC(=O)c1cccnc1	10µM*	5	-11%	-12	1%	49%	-17	-21%	?
O=C1C2CC=C(Cl)CC2C(=O)N1c1ncn[nH]1 (centres undefined)	13%	-6	0%	-6	-2%	-4%	11	2%	6%
CCOC(=O)C1=NN(C(=O)c2ccc(C)cc2)C(O)(c2ccc(Cl)cc2)C1 (centres undefined)	30%	-9	0%	-1	-11%	7%	-57*	16%	19%
O=c1oc2cc([N+](=O)[O-])ccc2nc1/C=C(\O)c1cccc(Br)c1	-2%	15	5%	11	7%	-8%	-56*	12%	-10%
C=CCNC(=S)NNC(=O)c1cc(Cl)ccc1OC	0%	4	-12%	11	8%	?	-19	1%	-27%
CCC(C)N(C)C1CCN(C(=S)Nc2ccc(OC)cc2)CC1 (centres undefined)	17%	-11	-5%	-2	2%	-9%	0	-10%	4%
CCOc1ccccc1C1CC(c2ccccc2)Nc2nc(N)nn21 (centres undefined)	-1%	-4	3%	4	-4%	2%	-8	2%	0%
O=C(NCc1ccncc1)C1CCCN1S(=O)(=O)c1ccc(Cl)cc1 (centres undefined)	0%	-6	1%	27	1%	9%	4	-16%	0%
CCC1CCCCN1C(=O)Nc1cc(Cl)ccc1OC (centres undefined)	14%	1	22%	-6	17%	-12%	0	2%	16%
COc1cc(OC)c(N(C)S(=O)(=O)c2cccc(C(=O)NC(C)C3CC4CCC3C4)c2)cc1Cl (centres undefined)	-2%	1	-3%	18	7%	-89%[inhibitor]	-7	-14%	4%
COc1ccc(OCCNS(=O)(=O)c2ccccc2)cc1	7%	-18	-7%	20	0%	-3%	10	-2%	6%
CCc1nnc(NC(=O)c2cccc(S(=O)(=O)N3CCCCC3)c2)s1	1%	-4	0%	0	-4%	-3%	0	-27%	3%
CCCCNC(=O)c1ccccc1NC(=O)c1ccc2c(c1)OCO2	1%	1	0%	-1	2%	-74%[inhibitor]	1	-11%	2%
COc1cccc(CNC(=O)[C@@H]2CCCN2C(=O)[C@H]2CCCCN2C(=O)c2c(F)cccc2F)c1	11%	-4	13%	0	8%	.	-19	?	16%
COc1nc(/C=C/N(C)C)c([N+](=O)[O-])c(OC)n1	?	-5	2%	0	7%	-1%	-5	-13%	?
CCCCCCCCN1C(=O)[C@H](CC(=O)NCCC(C)C)C[C@@]2(C(=O)OC)CCCCC=C12	-26%	-10	-11%	-60*	1%	.	2	?	?
Cc1ccc(S(=O)(=O)N2[C@@H](c3cccc(Cl)c3)C(C(=O)O)=CC[C@H]2c2ccc(Cl)cc2)cc1	-10%	-18	1%	22	-5%	-4%	0	9%	-20%
CCCc1n(CC(O)COC2CCCCC2)c2ccccc2[n+]1C (centres undefined)	-17%	5	?	-10	-4%	-12%	-5	-11%	-6%
COC(CNC(=O)c1ccc(N2CCC3(CC2)OCCO3)c([N+](=O)[O-])c1)OC	14%	6	5%	1	-6%	-69%	8	?	2%
Cc1ccc(NC(=S)N/N=C2/CCCCc3ccccc32)cc1	-29%	-12	10%	0	13%	-14%	-52*	11%	-21%
Cc1ccc(-n2ncc3c(=O)n(CC(=O)N4CCCCCC4)cnc32)cc1	1%	2	-4%	14	-2%	-2%	38	-7%	10%
CCN(CC)C(=O)C1=C(C)N(Cc2ccc(OC)cc2)C(=O)C(CC(=O)NCCCCc2ccccc2)C1 (centres undefined)	0%	5	21%	-14	-3%	.	17	6%	-12%
O=C1Nc2ccccc2S/C1=C/c1cccs1	-28%	1	1%	6	22%	3%	0	0%	-27%
O=C(CSc1n[nH]c(-c2ccco2)n1)Nc1sc2c(c1C(=O)Nc1ccccc1)CCCC2	-23%	-1	-10%	0	7%	-2%	0	-3%	-21%
Clc1ccc(-c2cn3cc(Cc4ccccc4)sc3n2)cc1	.	5	0%	.	1%	.	.	?	.
CCNC(=O)Nc1ccccc1C(=O)OC	3%	6	3%	9	20%	-6%	10	-3%	-2%
Cc1cc(C)nc(-n2nc(C)cc2NC(=O)CNCc2ccccc2)n1	-4%	4	20%	35	-14%	-4%	-18	?	1%
O=S(=O)(c1ccccc1)N1CCN(CCOc2ccc(F)cc2)CC1	-2%	-4	-11%	17	6%	.	-17	?	-1%
CCOC(=O)c1c(NC(=O)c2ccccc2Cl)sc2c1CCc1ccccc1-2	-19%	1	-14%	-4	12%	-695%[inhibitor]	21	?	3%
COc1ccc(Nc2nc(-c3ccccc3)c(C(=O)Nc3cccnc3)s2)cc1	3%	-1	0%	?	-5%	?	7	-21%	10%
CCOC(=O)Cc1c(-c2cccc(Br)c2)nc2c3ccccc3ccn12	-25%	4	2%	7	10%	.	34	-20%	-29%
COc1ccc(Cl)cc1NC(=O)CN(C)C(=O)CCC(=O)c1cc(C)sc1C	-14%	-8	-11%	-53*	-18%	3%	-1	-17%	-5%
Cc1ccc2nc(Cl)c(C3CC(c4cccs4)=NN3C(=O)CCC(=O)O)cc2c1 (centres undefined)	12%	-1	3%	0	5%	4%	-1	1%	2%
O=C(CSc1nncs1)Nc1nnc(-c2ccccc2)o1	15%	0	-2%	-1	-6%	-8%	8	2%	15%
CCOc1cc2[nH]c(=O)n(CCCN3CCN(c4ccc(OC)cc4)CC3)c(=O)c2cc1OCC	1%	-9	-14%	-14	1%	1%	?	-19%	-1%
CCc1nnc(NC(=O)Nc2ccc(OC)cc2)s1	7%[9.24 µM]	1	0%	-10	8%	-5%	44	?	4%
COc1ccccc1N1C(=O)C2CC=CC(C)C2C1=O (centres undefined)	-4%	-7	1%	-7	13%	2%	8	10%	-3%
CCCN(CC(=O)Nc1ccccc1C)C(=O)c1ccc2c(c1)S(=O)(=O)N=C1CCCCCN12	4%	0	0%	-1	-1%	4%	-8	?	3%
O=C(NCc1ccc2c(c1)OCO2)c1ccc(=O)[nH]c1	14%	-2	3%	16	-3%	-1%	-24	-6%	1%
O=C(O)c1ccc(NC(=O)c2cccc(NC(=O)c3cccs3)c2)cc1	0%	-3	-6%	2	2%	-7%	3	2%	7%
COc1cc(C(=O)Nc2cc(C(F)(F)F)ccc2N2CCOCC2)ccc1OCC(=O)N1CCOCC1	-2%	4	12%	-13	14%	-9%	6	-19%	6%
COc1ccc(C)cc1NCC(=O)Nc1ccc(C(C)(C)C)cc1	-16%	-2	1%	0	-4%	.	0	-26%	-17%
Cc1c(C2N3CC4(C)CN2CC(C)(C3)C4=O)c2ccccc2n1C (centres undefined)	5%	1	3%	0	3%	-15%	38	11%	13%
CCOC(=O)/C=c1\s/c(=C\c2ccc3c(c2)OCCO3)c(=O)n1CC(=O)NCC1CCCO1 (centres undefined)	9%	-1	8%	2	-6%	-2%	-5	-4%	2%
Fc1ccc(/C=N/Nc2nnnn2-c2ccccc2)cc1	-29%	-23	-15%	0	17%	-32%[inhibitor]	-30	-11%	?
Cc1cc2c(cc1S(=O)(=O)CCC(=O)N(C)Cc1ccccc1)OCC(=O)N2	-3%	-3&4	7%&25%	3	4%&-8%	14%	-8	-2%&-3%	14%
COc1ccc(-c2nc(CN3CCC(c4ccccc4)CC3)c(C)o2)cc1OC	-2%	-20	10%	?	33%	-2%	-1	11%	-5%
COc1ccc(-c2cc(C(=O)OCC(=O)NC3CC3)c3ccccc3n2)cc1OC	2%	2	16%	3	29%	1%	24	-12%	-1%
COc1ccc2ccc(OCC(=O)N3c4ccccc4NC(=O)CC3C)cc2c1 (centres undefined)	5%	-4	-15%	9	-7%	3%	2	-4%	0%
CC(=O)c1cccc(N(CC(=O)NC2CCCCC2)C(=O)CCC(=O)Nc2nc(C)cs2)c1	-4%	-13	?	-16	20%	-26%	-17	4%	-13%
CCCCOC(=O)n1c(=S)oc2cc(Cl)ccc21	-3%	9	-14%	?	-6%	-2%	-19	-29%	-1%
CCN(C(=O)c1ccnc(C(C)(C)C)c1)c1ccccc1	-13%	-10	-9%	4	6%	2%	10	7%	0%
Cc1cc(-c2ccc3c(c2)COc2c4ccccc4nn2-3)on1	11%	17	0%	-17	12%	?	-17	1%	-2%
S=C(S)N1CCCC1	3%	8	0%	5	16%	3%	2	1%	0%
CC(=O)c1c(Cl)nc2ccc(Br)cc2c1-c1ccccc1	-3%	-4	-17%	27	0%	-10%	-5	?	-1%
CN(CCO)CCOCCOc1cccc2ccccc12	-1%	-11	-19%	-11	5%	10%	-25	-14%	-3%
CCCc1nc2ccccc2n1C(=S)SC	2%	5	-22%	-13	14%	-6%	-3	-24%	-6%

# Part of the list above with just SW480 rerep, GLP1R ag and HT1080 IDH1KD tx:
smiles | SW480 rerep | GLP1R ag | HT1080 IDH1KD tx
CCCc1n(CC(O)COC2CCCCC2)c2ccccc2[n+]1C (centres undefined) | -12% | -4% | -17%
C=CCNC(=S)NNC(=O)c1cc(Cl)ccc1OC | ? | 8% | 0%
